POLB inh – blocks human DNA polymerase beta activity; 340,000 compounds, 1.3% hits; Potency, µM (highest dose often 114 µM), for inactives: at the top dose activity change, negative = inhibition, most hits filed as inhibitors; Pol beta primer extension/strand displacement, fluorescence kinetic; P06746; also: potency is read from the fitted curve at half-maximal effect; % is scaled to controls: 0 for no effect and ±100 for the full control effect
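Kinetic readout of DNA synthesis with strand displacement by Pol beta. Compound and 10 nM enzyme sit 15 min at room temperature; 50 nM substrate starts the reaction, read immediately and at 10 min.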
ERG-DNA inh – inhibitors of human ERG Ets domain-DNA interaction; P11308; Potency, µM (titrated, usually from 76.9 µM), for inactives: at the highest dose FP activity, negative = inhibition, actives largely listed as inhibitors; 370,000 compounds, 0.028% hits; fluorescence polarization, His-ERG Ets domain / labelled DNA; AID 624246; active = well fitted inhibition curve with a large enough effect in the polarisation, with a control signal flat; inconclusive = small, poorly fitted or top-dose-only effect, or effect the other way, or a change in a side signal; inactive = no such curve, though single readings can be large or run the other way; the % refers to the polarisation;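 also: polarization taken with two DNA probes labelled with fluorescein and Texas red; potency is read from the fitted curve at half-maximal effect; % of control where 0% means no effect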
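His-tagged ERG Ets domain (1 uM in the protein solution; 300mM KCl, 50mM Tris-HCl, 1mM EDTA, 1mM DTT, pH 7.5) received compound, then a probe mix of 5 nM fluorescein-DNA and 100nM Texas-615-DNA. Fluorescence polarization was read for both dyes.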
Apoferritin bind – candidate novel general anesthetic via apoferritin binding. apoferritin/1-aminoanthracene competitive binding, fluorescence. P02791. Potency, µM (series often up to 77.5 µM), for inactives: top-dose activity change, negative = displacement, most hits filed as inhibitors. 350,000 compounds, 0.074% hits; also: potency is read from the fitted curve at half-maximal effect; % is scaled to controls: 0 for no effect and ±100 for the full control effect; nearly all actives have a fitted effect of over 20% in size
Target sequence (P02791 2-175 limits assumed): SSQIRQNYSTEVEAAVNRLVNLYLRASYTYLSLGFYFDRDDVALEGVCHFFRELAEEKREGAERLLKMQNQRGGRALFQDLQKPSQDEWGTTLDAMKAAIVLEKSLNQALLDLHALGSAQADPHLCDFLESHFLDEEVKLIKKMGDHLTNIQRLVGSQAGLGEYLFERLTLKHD
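Read-out: endpoint 1-AMA fluorescence, excitation 380 nm and emission 535 nm, after compounds sit 10 min at room temperature with 10 uM horse-spleen apoferritin in 50% saturated 1-AMA/PBS. Values come from four-parameter Hill fits.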
TRHR ag – activates the human TRH receptor; P34981; TRHR cells, calcium flux fluo-8, FDSS agonist mode; activation, % at 2 µM; 360,000 compounds, 0.18% hits; AID 493084; in the data active = activation above about 30%; also: 0% is about no effect
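Fluo-8-loaded TRHR cells; 10 s baseline, compound added, kinetic Ca2+ fluorescence read 1/s, agonist mode.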
12-LOX inh – inhibitors of human 12S-lipoxygenase ALOX12; P18054; Potency, µM (doses to about 108 µM), without a hit: at the highest dose activity change, negative = inhibition, actives largely listed as inhibitors; 580,000 compounds, 1.1% hits; purified 12hLO, xylenol orange hydroperoxide absorbance; also: potency is read from the fitted curve at half-maximal effect; % is scaled to controls: 0 for no effect and ±100 for the full control effect
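Purified human 12hLO (150 nM final) in 25 mM Hepes, 0.01% Triton X-100, pH 7.0 was preincubated 15 min at room temperature with compound. Then 40 uM arachidonic acid was added, 30 min. Hydroperoxide was read by Fe-XO absorbance ratio 573/405 nm.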
APEX1 inh – inhibitors of human APE1 endonuclease; 350,000 compounds, 0.35% hits; AID 2517; recombinant APE1, TAMRA/BHQ-2 abasic DNA cleavage fluorescence; Potency, µM (highest dose often 65.8 µM), inactives show at the top dose activity change, negative = inhibition, hits mostly inhibitors;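 also: potency is read from the fitted curve at half-maximal effect; plate controls were vehicle for no effect and reference inhibitor for full effect; nearly all actives have a fitted effect of over 55% in size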
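APE1 at 0.75 nM final was preincubated with compound 15 min at room temperature, then 50 nM double-stranded THF abasic-site substrate (5'-TAMRA/3'-BHQ-2) was added. Fluorescence (ex 525/em 598 nm) was read kinetically; third-minus-first read gave activity.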
BLM inh – Bloom syndrome helicase (human) inhibition. P54132. Potency, µM (titrated, usually from 56.1 µM), without a hit: at the top dose activity change, negative = inhibition, actives largely listed as inhibitors. 350,000 compounds, 0.2% hits. recombinant BLM DNA unwinding, fluorescence dequenching;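 also: potency is read from the fitted curve at half-maximal effect; plate controls were vehicle for no effect and no enzyme for full effect; nearly all actives have a fitted effect of over 35% in size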
POLI inh – DNA polymerase iota (human) inhibition; Pol iota fluorescent replication assay, 10 min; Potency, µM (series often up to 115 µM), without a hit: at the highest dose activity, negative = inhibition, usual class: inhibitors; Q9UNA4; 390,000 compounds, 1% hits; AID 588590; also: potency is read from the fitted curve at half-maximal effect
Target sequence (Q9UNA4 whole entry, looked up): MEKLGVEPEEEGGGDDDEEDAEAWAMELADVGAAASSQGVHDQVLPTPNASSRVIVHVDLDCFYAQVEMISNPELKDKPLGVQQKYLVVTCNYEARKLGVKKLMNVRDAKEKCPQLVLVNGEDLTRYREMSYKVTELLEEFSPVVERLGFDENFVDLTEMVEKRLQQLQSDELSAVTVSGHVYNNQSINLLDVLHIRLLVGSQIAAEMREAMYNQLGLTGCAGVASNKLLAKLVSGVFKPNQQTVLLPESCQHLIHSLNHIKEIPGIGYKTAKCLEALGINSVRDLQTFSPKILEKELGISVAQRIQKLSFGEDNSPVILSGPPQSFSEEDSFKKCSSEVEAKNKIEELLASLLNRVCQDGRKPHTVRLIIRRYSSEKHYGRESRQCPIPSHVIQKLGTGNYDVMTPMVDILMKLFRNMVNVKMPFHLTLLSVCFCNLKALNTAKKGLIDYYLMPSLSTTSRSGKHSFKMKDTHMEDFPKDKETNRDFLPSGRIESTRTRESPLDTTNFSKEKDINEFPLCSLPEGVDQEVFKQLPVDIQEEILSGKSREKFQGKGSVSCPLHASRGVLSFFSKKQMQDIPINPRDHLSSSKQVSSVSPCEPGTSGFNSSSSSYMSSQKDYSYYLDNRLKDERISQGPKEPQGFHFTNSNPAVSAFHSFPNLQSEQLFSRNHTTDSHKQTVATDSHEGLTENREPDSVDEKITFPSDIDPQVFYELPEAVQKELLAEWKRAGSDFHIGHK
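Fluorescent replication assay read twice, at 0 min and 10 min after adding 50 nM (final) substrate. Enzyme (10 nM) and compounds were first incubated 15 min at room temperature; enzyme-free buffer wells were negative controls.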
Pol kappa inh – blocks human DNA polymerase kappa activity; Q9UBT6; purified Pol kappa, fluorescent DNA synthesis assay, 10 min; Potency, µM (doses to about 107 µM), without a hit: at the top dose activity, negative = inhibition, usual class: inhibitors; 400,000 compounds, 0.53% hits; AID 588579; also: potency is read from the fitted curve at half-maximal effect; % is scaled to controls: 0 for no effect and ±100 for the full control effect
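Readout: fluorescence, taken kinetically at 0 and 10 min. Conditions: 10 nM Pol kappa, 15 min RT compound preincubation, 50 nM substrate final. Controls: enzyme-free buffer wells.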
* hit, by the source's call; u = inconclusive; x = no result given; & = joins results of further samples; [ ] = another dose, or the depositor's remark. Unless noted, calls follow the shape of the dose curve; as a rule, active = well fitted curve in the direction sought with a large enough effect; inconclusive = small, poorly fitted or top-dose-only effect, or another doubt; inactive = no such curve, though single readings can be large; an effect the other way counts as inactive or inconclusive. An excerpt. The share of hits here may be higher or lower than overall.

POLB inh | ERG-DNA inh | Apoferritin bind | TRHR ag | 12-LOX inh | APEX1 inh | BLM inh | POLI inh | Pol kappa inh | SMILES
4% | -6% | -7% | 1.1 | 33%[activator] | -1% | -10% | -17% | -41% | Cc1cc(C)n2c(SCC(=O)N(C)C3CCS(=O)(=O)C3)nnc2n1 (stereo not drawn)
2% | 8% | u | -0.2 | u | -5% | -2% | 28% | -1% | O=S(=O)(Nc1ccc2c(c1)OCCO2)c1ccc(Br)s1
22% | -2% | -15% | -0.3 | -28% | -4% | -10% | -5% | 0% | CCOC(=O)C1=NNC2(c3ccc(Cl)cc3)C(=O)N(c3cc(C)cc(C)c3)C(=O)C12 (stereo not drawn)
-10% | x | 4% | 0.7 | 3%[57.4 µM] | 1% | -3% | 25% | -15%[60.1 µM] | COc1cc(NC(=O)c2ccc(S(=O)(=O)N(C)C)cc2)cc(OC)c1OC
x | 5% | x | -0.3 | u | -32% | x | 25% | 2% | COc1ccc(-c2oc3ccccc3c2C#CC(C)(C)O)cc1
1% | 42%[activator] | -9% | 7.0 | 6% | -12% | -1% | 1% | -21% | C=CCNC(=O)c1cc2c(=O)c3ccccc3oc2nc1C
-13% | 8% | -4% | -0.5 | 1% | 28% | -3% | 2% | -5% | Cc1c(C)n(C)c2ccc(C(=O)NCCCN(C)C3CCCCC3)cc12
14% | -7% | -11% | 1.9 | 0% | -5% | -5% | 8% | -1% | O=C(NC1CCCN(c2ccc(C(F)(F)F)cn2)C1)c1cc(Cl)ccc1F (stereo not drawn)
1% | -5% | -16% | 0.6 | 6% | 0% | -11% | -1% | -1% | CC[C@@]12C(=O)N(c3ccc(C)cc3)C(=O)N1[C@H](c1ccc(Br)cc1)[C@@H]1C(=O)N(C(C)(C)C)C(=O)[C@@H]12
-1% | x | -7% | 0.0 | 1% | -3% | 0% | -5% | -8%[60.1 µM] | CC(=O)Nc1ccc2[nH]c3ccccc3c2c1
x | 3% | x | -0.3 | u | -9% | x | -27% | u | CCc1ccc([C@@H]2CC=C(C(=O)O)[C@H](c3ccc(Cl)cc3)N2S(=O)(=O)c2ccc(C)cc2)cc1
8% | 2% | 45%[activator] | -0.9 | 13% | 35% | -2% | -4% | 3% | Cc1cc(=O)oc2c3c(cc(OCC(=O)N4CCC(C(=O)O)CC4)c12)OC(C)(C)CC3
x | 7% | x | x | -9% | 14% | x | 33%[activator] | 3% | CC1CC(C)CN(C(=O)COC(=O)c2ccc3c(c2)OCCO3)C1 (stereo not drawn)
35% | -5% | 12% | -0.8 | -5% | 2% | 5% | 15% | -7% | O=C(NCCO)/C(=C\c1cccs1)NC(=O)c1cccs1
23% | 1% | 11% | 0.3 | 43%[activator] | -4% | -2% | 111%[activator] | -16% | COc1ccc(S(=O)(=O)N2CCC(C(=O)NCCN3CCOCC3)CC2)cc1C
14% | 3% | -4% | 0.7 | 18% | -2%[12.4 µM] | 0% | 44%[activator] | -5% | CN(C)C(CNC(=O)Cc1cccc(C(F)(F)F)c1)c1ccccc1 (stereo not drawn)
-1% | 3% | -1% | 0.1 | u | x | 2% | 17% | -6%[60.1 µM] | CN(C)c1ccc(NC(=O)CSc2nc3ccsc3c(=O)n2CCCCCC(=O)O)cc1
1% | -12% | -6% | 0.4 | -5% | 5% | -5% | 19% | -1% | CCCCCCCCCCOC(=O)c1csc2nnsc12
-9% | -4% | -17% | -0.6 | -6% | 6% | 1% | 8% | -4% | CC(C)OCCCNC(=O)CCSc1ccc(Cl)cc1
48% | 0% | -10% | 0.4 | 0% | 6% | -8% | 47%[activator] | -3% | CC1(C)Cc2c(sc3c2C2=NCCN2C=N3)CO1
-14% | -5% | u | 0.9 | u | -4% | -28% | -4% | 0% | O=C(Nc1cc(Br)ccc1O)C1CC(c2c(F)cccc2Cl)=NO1 (stereo not drawn)
0% | -5% | -16% | -0.1 | -8% | -1% | -4% | 0% | 10% | COC(c1ccccc1)c1nnc(CCC(=O)N2CCCCCCC2)o1 (stereo not drawn)
5% | 0% | u | -0.1 | 0% | -2% | 0% | 13% | -14% | CCOC(=O)C1CCN(Cc2oc(CO)cc(=O)c2O)CC1
40% | -7% | -11% | -1.8 | 0% | u | 2% | 8% | -17% | Cc1ccccc1Nc1nc(N)nc(CSCc2c(C)noc2C)n1
u | -5% | 65%[activator] | -0.8 | -10% | 9% | -1% | 5% | -24% | CCOC(=O)NN1C(=O)c2ccccc2NC1c1ccccc1F (stereo not drawn)
-2% | -8% | -3% | 0.2 | 418%[activator] | 0% | -1% | -7% | 6% | COc1ccc(S(=O)(=O)N(C)CC(=O)Nc2ccccc2C(F)(F)F)cc1OC
-9% | 6% | -18% | 0.4 | 7% | -2% | 1% | 13% | 3% | O=C(Cc1ccc(NC2=NC3CS(=O)(=O)CC3S2)cc1)N1CCN(c2ccc(F)cc2)CC1 (stereo not drawn)
6% | 5% | -3% | 0.6 | -7% | 16% | -8% | 95%[activator] | 4% | Cc1[nH][nH]c(=O)c1C(c1ccccc1[N+](=O)[O-])C(C#N)C#N (stereo not drawn)
x | 34%[activator] | x | -0.3 | -2% | -8% | x | 9% | -2% | O=C(NNC(=O)c1cccs1)c1csc(N2CCOCC2)n1
16% | 6% | u | -0.5 | -3% | 1% | -5% | 3% | -8% | Cc1cc(C(=O)OCC(=O)Nc2ccc(S(=O)(=O)N3CCOCC3)cc2)c(C)o1
2%&-11% | 0%&5% | u | 0.5&-0.1 | -2%&2% | 76%[activator] | -6%&-2% | 8%&-1% | -13%&2% | CN(c1ccccc1)S(=O)(=O)c1nnc(NC(=O)C2CCCCC2)s1
-21% | 1% | -17% | -0.2 | 80%[activator] | 1% | -4% | 1% | -7% | COc1cccc(/C=C2\SC(=S)N(CCC(=O)Nc3ccc(O)cc3)C2=O)c1
72% | -3% | 7% | 2.0 | 4% | -10% | 2% | 181%[activator] | -8% | COc1cccc(C(C(=O)NCC2CCCO2)N(C(=O)Cn2nnc3ccccc32)c2ccc(NC(C)=O)cc2)c1OC (stereo not drawn)
3% | 0% | 5% | -0.4 | u | 1% | -9% | 4% | -19% | O=C(/C=C/c1ccc(Cl)cc1)N(Cc1cccs1)C1CCS(=O)(=O)C1 (stereo not drawn)
9% | 4% | -12% | -0.4 | 0% | 30% | -3% | 4% | -7% | O=C(CN1CCN(S(=O)(=O)c2ccccc2)CC1)Nc1ccc(Cl)cn1
17% | -6% | u | -0.5 | -6% | x | -9% | -22% | -23% | Cc1cccc(N2CCN(c3ncnc4onc(-c5ccc(F)cc5)c34)CC2C)c1 (stereo not drawn)
x | 9% | x | 0.0 | 1% | -17% | x | -2% | -13% | CN(CC1COc2ccccc2O1)C(=O)c1cccc(S(=O)(=O)N2CCCC2)c1 (stereo not drawn)
-16% | -4% | 5% | 1.3 | u | 2% | -24% | 133%[activator] | -14% | C#CCn1cc(/C=N/Nc2nc3ccccc3[nH]2)c2ccccc21
35% | 1% | -14% | -0.3 | 3% | x | -1% | 27% | -21% | Cc1ccc2onc(CNC(=O)NCc3cccc(Cl)c3)c2c1
-18% | -1% | -11% | 0.0 | u | -3% | 33%[activator] | -25% | -6% | CCN(CC)CCOC(=O)c1ccc(NC(=O)/C=C/c2cccs2)cc1
5% | -1% | -17% | -0.2 | -11% | 0% | -7% | -20% | -2% | CCOC(=O)c1cc(C(=O)c2cc(Br)ccc2O)coc1=N

Reformatted: twelve of the compounds above
Fields – POLB inh, ERG-DNA inh, Apoferritin bind, TRHR ag, 12-LOX inh, APEX1 inh, BLM inh, POLI inh, Pol kappa inh
Cc1cc(C(=O)OCC(=O)Nc2ccc(S(=O)(=O)N3CCOCC3)cc2)c(C)o1
 : 16%, 6%, u, -0.5, -3%, 1%, -5%, 3%, -8%
CN(c1ccccc1)S(=O)(=O)c1nnc(NC(=O)C2CCCCC2)s1
 : 2%&-11%, 0%&5%, u, 0.5&-0.1, -2%&2%, 76%[activator], -6%&-2%, 8%&-1%, -13%&2%
COc1cccc(/C=C2\SC(=S)N(CCC(=O)Nc3ccc(O)cc3)C2=O)c1
 : -21%, 1%, -17%, -0.2, 80%[activator], 1%, -4%, 1%, -7%
COc1cccc(C(C(=O)NCC2CCCO2)N(C(=O)Cn2nnc3ccccc32)c2ccc(NC(C)=O)cc2)c1OC (stereo not drawn)
 : 72%, -3%, 7%, 2.0, 4%, -10%, 2%, 181%[activator], -8%
O=C(/C=C/c1ccc(Cl)cc1)N(Cc1cccs1)C1CCS(=O)(=O)C1 (stereo not drawn)
 : 3%, 0%, 5%, -0.4, u, 1%, -9%, 4%, -19%
O=C(CN1CCN(S(=O)(=O)c2ccccc2)CC1)Nc1ccc(Cl)cn1
 : 9%, 4%, -12%, -0.4, 0%, 30%, -3%, 4%, -7%
Cc1cccc(N2CCN(c3ncnc4onc(-c5ccc(F)cc5)c34)CC2C)c1 (stereo not drawn)
 : 17%, -6%, u, -0.5, -6%, x, -9%, -22%, -23%
CN(CC1COc2ccccc2O1)C(=O)c1cccc(S(=O)(=O)N2CCCC2)c1 (stereo not drawn)
 : x, 9%, x, 0.0, 1%, -17%, x, -2%, -13%
C#CCn1cc(/C=N/Nc2nc3ccccc3[nH]2)c2ccccc21
 : -16%, -4%, 5%, 1.3, u, 2%, -24%, 133%[activator], -14%
Cc1ccc2onc(CNC(=O)NCc3cccc(Cl)c3)c2c1
 : 35%, 1%, -14%, -0.3, 3%, x, -1%, 27%, -21%
CCN(CC)CCOC(=O)c1ccc(NC(=O)/C=C/c2cccs2)cc1
 : -18%, -1%, -11%, 0.0, u, -3%, 33%[activator], -25%, -6%
CCOC(=O)c1cc(C(=O)c2cc(Br)ccc2O)coc1=N
 : 5%, -1%, -17%, -0.2, -11%, 0%, -7%, -20%, -2%
